# High-throughput results (PubChem)
# GRK2 inh: human GRK2 inhibition via aptamer displacement; P25098; bead flow cytometry, FAM-aptamer displacement from GRK2; inhibition of aptamer binding, % at 10 µM; 0.59% of 330,000 active; AID 488847;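 active = inhibition of aptamer binding above 40%, roughly 3 SD of noise, on plates passing a quality check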;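 note: median bead fluorescence of bound FAM aptamer so fluorescent compounds give negative values; no value below 0 was filed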
# MCL1-BIM inh: inhibitors of human MCL1 binding to BIM-BH3 peptide | GST-MCL1 / FITC-Bim-BH3 fluorescence polarization | inhibition, % at 10.9 µM | Q07820 | 0.68% of 320,000 active;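 active = inhibition above the mean inhibition of all tested compounds plus 3 SD, set per campaign, cut at about 40% in these data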;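 note: 0% = DMSO wells and 100% = unlabeled Bim-BH3 peptide control; higher means more loss of mP so more displacement of Bim peptide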
# GLD-1 TGE inh: GLD-1-TGE RNA interaction inhibition (C. elegans) | inhibition, % at 5.96 µM | purified GLD-1 + fluorescein TGE RNA, fluorescence polarization | 0.44% of 320,000 active;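 active = percent inhibition above a per-plate cutoff, the plate mean of test compounds plus 3 SD, cut at about 30% in these data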;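 note: 0% = DMSO wells with GLD-1 and probe and 100% = wells lacking GLD-1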
# Target sequence (Q17339 whole entry, looked up): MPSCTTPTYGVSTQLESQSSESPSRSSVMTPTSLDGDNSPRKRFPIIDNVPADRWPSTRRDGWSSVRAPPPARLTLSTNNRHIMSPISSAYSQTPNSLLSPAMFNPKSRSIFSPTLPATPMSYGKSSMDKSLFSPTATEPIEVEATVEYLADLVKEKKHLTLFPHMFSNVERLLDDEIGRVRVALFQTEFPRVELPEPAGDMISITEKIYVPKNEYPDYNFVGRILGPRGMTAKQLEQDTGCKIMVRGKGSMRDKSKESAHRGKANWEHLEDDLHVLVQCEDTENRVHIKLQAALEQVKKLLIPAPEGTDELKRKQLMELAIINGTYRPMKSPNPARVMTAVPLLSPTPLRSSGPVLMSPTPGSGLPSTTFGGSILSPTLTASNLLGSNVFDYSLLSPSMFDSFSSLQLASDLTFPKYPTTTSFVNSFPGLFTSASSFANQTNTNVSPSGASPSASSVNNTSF
# BCLXL inh: inhibitors of human Bcl-xL. GST-Bcl-xL / FITC-Bim BH3 peptide fluorescence polarization. AID 2129. Q07817. inhibition, % at 10.9 µM. 0.7% of 320,000 active;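 active = inhibition above the mean of all tested compounds plus 3 SD, cutoff set per campaign, cut at about 30% in these data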;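 note: 0% = DMSO wells and 100% = unlabeled Bim-BH3 peptide competitor; inhibitors lower millipolarization by displacing the labeled peptide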
# Target sequence (Q07817 whole entry, looked up): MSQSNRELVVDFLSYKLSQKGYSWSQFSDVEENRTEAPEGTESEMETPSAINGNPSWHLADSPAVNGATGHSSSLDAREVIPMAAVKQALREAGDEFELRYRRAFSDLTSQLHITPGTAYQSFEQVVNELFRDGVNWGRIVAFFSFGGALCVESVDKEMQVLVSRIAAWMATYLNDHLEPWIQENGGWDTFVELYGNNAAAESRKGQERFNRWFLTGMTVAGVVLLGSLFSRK
# VLA-4 inh: inhibition in a human VLA-4 binding assay; P13612; VLA-4 expressing cells, ligand binding flow cytometry; AID 2557; inhibition, % (about 7 µM as worked out from the volumes in the protocol); 0.2% of 330,000 active; in the data active = inhibition above about 50%
# Yeast superoxide: yeast age-related superoxide inhibition as caloric restriction mimetic. superoxide response (% of plate mean), % at 10 µM. 0.18% of 330,000 active. S. cerevisiae aged cells, superoxide DHE fluorescence; active compounds read low;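 active = superoxide response under a set limit, about three screen SD below normal, cut at about 65% in these data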;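 note: yeast aged for seven days with compound at 30 °C before DHE staining; 100% = average MFI of all compound-treated wells on the plate with controls excluded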
# MEX-5 binding: C. elegans MEX-5 TCR-2 RNA binding activity. MEX-5/FITC-TCR2 RNA binding, fluorescence polarization; active compounds read low. 0.38% of 300,000 active. activity score (negative = inhibition of binding), % at 10 µM;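 active = inhibition past about -25% in most replicates, and total fluorescence under double the plate's negative control median, limit read from the data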;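 note: 0% = DMSO and -100% = 5 µM competing unlabeled TCR2 RNA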
# CIT2 TOR yeast: yeast TOR pathway CIT2-GFP modulation; 0.065% of 320,000 active; GFP response vs DMSO, % at 10 µM; S. cerevisiae CIT2-GFP strain, flow cytometry, 3 h; 100 means same as DMSO wells;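 active = GFP response relative to DMSO above a set limit, near the screen mean plus 3 SD, cut at about 150% in these data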;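 note: ratio of well median GFP fluorescence to mean of DMSO wells on the plate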
# AGP1-GFP MLPCN: yeast TOR pathway AGP1-GFP modulation. S. cerevisiae AGP1-GFP multiplex flow cytometry, 3 h; GFP as percent of DMSO wells. GFP response vs DMSO, % at 10 µM. 0.02% of 320,000 active;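 active = GFP response relative to DMSO above a set limit, near screen average plus 3 SD, cut at about 150% in these data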;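 note: median GFP channel fluorescence of the gated AGP1 strain per well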
# Numbers without * were called inactive; nt = not tested or not shown.
# Start of the data: the first 9 entries, ahead of the listing:
# Key to letters: A = GRK2 inh; B = MCL1-BIM inh; C = GLD-1 TGE inh; D = BCLXL inh; E = VLA-4 inh; F = Yeast superoxide; G = MEX-5 binding; H = CIT2 TOR yeast; I = AGP1-GFP MLPCN
1: Cc1ccccc1CSCC(=O)Nc1ccccc1Br
  A: 2.0	B: -13.3	C: -0.4	D: -9.2	E: 13.3	F: 99.9	G: -2.6	H: 102.8	I: 102.9
2: COc1ccc(C(=O)n2nc(C)c(Br)c2C)cc1OC
  A: 1.0	B: nt	C: nt	D: nt	E: 27.9	F: 98.2	G: 1.0	H: 88.5	I: 95.0
3: O=C(COC(=O)c1ccc(Br)o1)NCc1cccs1
  A: 0.0	B: 0.1	C: 0.1	D: 4.6	E: 3.3	F: 108.0	G: 1.4	H: 92.8	I: 93.3
4: O=C(O)Cn1cc2c(n1)CCCCC2
  A: 0.0	B: -8.0	C: -0.7	D: 2.8	E: 7.6	F: 94.7	G: -1.7	H: 93.0	I: nt
5: C=CCOc1ccc2nc(NC(=O)OC)[nH]c2c1
  A: 4.0	B: 7.3	C: 7.9	D: 6.0	E: -10.6	F: 101.5	G: -0.2	H: 103.2	I: 88.3
6: COc1cc(N)ccc1C(=O)O
  A: 2.0	B: 0.8	C: 1.0	D: 3.8	E: 0.0	F: 109.5	G: -1.7	H: 104.0	I: 105.9
7: COc1ccc(NC(=O)Nc2nnc(CC(=O)Nc3ccccc3)s2)cc1
  A: 2.0	B: 9.1	C: -1.4	D: 6.1	E: -8.2	F: 108.3	G: -0.8	H: 107.2	I: 110.7
8: O=S(Cc1ccc(Br)cc1)Cc1nnc(SCc2c(Cl)cccc2Cl)n1-c1ccccc1 (stereo not given)
  A: 0.0	B: 1.2	C: 5.6	D: 0.1	E: -6.5	F: 108.0	G: 2.0	H: 96.5	I: 102.4
9: O=C(NCCN1CCC(Cc2ccccc2)CC1)C1CCN(S(=O)(=O)N2CCC3(CC2)OCCO3)CC1
  A: 0.0	B: 2.7	C: 1.3	D: -0.1	E: -0.2	F: 100.0	G: -2.2	H: 102.0	I: 96.3

# All compounds of this part (from the top)
# Key to letters: A = GRK2 inh; B = MCL1-BIM inh; C = GLD-1 TGE inh; D = BCLXL inh; E = VLA-4 inh; F = Yeast superoxide; G = MEX-5 binding; H = CIT2 TOR yeast; I = AGP1-GFP MLPCN
1: Cc1ccccc1CSCC(=O)Nc1ccccc1Br
  A: 2.0	B: -13.3	C: -0.4	D: -9.2	E: 13.3	F: 99.9	G: -2.6	H: 102.8	I: 102.9
2: COc1ccc(C(=O)n2nc(C)c(Br)c2C)cc1OC
  A: 1.0	B: nt	C: nt	D: nt	E: 27.9	F: 98.2	G: 1.0	H: 88.5	I: 95.0
3: O=C(COC(=O)c1ccc(Br)o1)NCc1cccs1
  A: 0.0	B: 0.1	C: 0.1	D: 4.6	E: 3.3	F: 108.0	G: 1.4	H: 92.8	I: 93.3
4: O=C(O)Cn1cc2c(n1)CCCCC2
  A: 0.0	B: -8.0	C: -0.7	D: 2.8	E: 7.6	F: 94.7	G: -1.7	H: 93.0	I: nt
5: C=CCOc1ccc2nc(NC(=O)OC)[nH]c2c1
  A: 4.0	B: 7.3	C: 7.9	D: 6.0	E: -10.6	F: 101.5	G: -0.2	H: 103.2	I: 88.3
6: COc1cc(N)ccc1C(=O)O
  A: 2.0	B: 0.8	C: 1.0	D: 3.8	E: 0.0	F: 109.5	G: -1.7	H: 104.0	I: 105.9
7: COc1ccc(NC(=O)Nc2nnc(CC(=O)Nc3ccccc3)s2)cc1
  A: 2.0	B: 9.1	C: -1.4	D: 6.1	E: -8.2	F: 108.3	G: -0.8	H: 107.2	I: 110.7
8: O=S(Cc1ccc(Br)cc1)Cc1nnc(SCc2c(Cl)cccc2Cl)n1-c1ccccc1 (stereo not given)
  A: 0.0	B: 1.2	C: 5.6	D: 0.1	E: -6.5	F: 108.0	G: 2.0	H: 96.5	I: 102.4
9: O=C(NCCN1CCC(Cc2ccccc2)CC1)C1CCN(S(=O)(=O)N2CCC3(CC2)OCCO3)CC1
  A: 0.0	B: 2.7	C: 1.3	D: -0.1	E: -0.2	F: 100.0	G: -2.2	H: 102.0	I: 96.3
10: Fc1ccc(Nc2ncnc3ccccc23)cc1
  A: 2.0	B: 3.5	C: -3.6	D: -0.1	E: 0.3	F: 99.7	G: 2.5	H: 94.0	I: 94.8
11: Cc1ccc(N/C=C(\C#N)S(=O)(=O)c2ccccc2)cc1
  A: 2.0	B: 3.7	C: 3.9	D: 4.2	E: 7.7	F: 98.8	G: -2.3	H: 93.3	I: 100.1
12: CCCCC(=O)NC(NC(=O)CCCC)c1ccc(OCC(C)C)c(OC)c1
  A: 0.0	B: 0.7	C: 4.6	D: 3.3	E: 5.7	F: 96.4	G: -1.6	H: 87.9	I: 121.6
13: CCOC(=O)CNC(=O)CSc1nnc(-c2cccc(C)c2)n1-c1ccc(OC)cc1
  A: 0.0	B: -2.7	C: 3.6	D: 5.1	E: 8.6	F: 87.4	G: 1.2	H: 110.2	I: 106.4
14: O=C(c1ccccc1)N1N=C(c2ccccc2)CC1c1ccc2nccnc2c1 (stereo not given)
  A: 4.0	B: 4.1	C: 4.0	D: -2.7	E: 19.9	F: 93.8	G: 2.5	H: 102.1	I: 98.6
15: C[C@@]12C(=O)N(c3ccc(F)cc3)C(=O)N1[C@@H]1c3ccccc3OC[C@@H]1[C@H]2c1ccccc1
  A: 1.0	B: 1.4	C: 3.5	D: 0.7	E: 13.7	F: 101.2	G: -1.7	H: 64.7	I: 79.7
16: CN=C1SC(CC(=O)Nc2sc(C)c(C)c2C(=O)OC)C(=O)N1C (stereo not given)
  A: 0.0	B: -0.7	C: -5.4	D: 3.4	E: 3.6	F: 100.9	G: -6.3	H: 72.0	I: 81.4
17: CC(=O)NC12CC3CC(C1)CC(C(=O)Nc1c(C)n(C)n(-c4ccccc4)c1=O)(C3)C2
  A: 0.0	B: 7.0	C: 1.4	D: 2.7	E: 1.7	F: 62.0*	G: -0.1	H: 97.7	I: 121.0
18: CCOC(=O)N1CCN(C(=O)COc2cccc3c2CCN(Cc2cccc(C)c2)C3=O)CC1
  A: 0.0	B: 7.3	C: -0.5	D: 2.0	E: 14.7	F: 119.0	G: 1.6	H: 101.6	I: 102.4
19: COC(=O)c1[nH]c2cc(OC)ccc2c1NC(=O)c1c(F)cccc1F
  A: 0.0	B: 4.8	C: 3.1	D: 3.9	E: -0.1	F: 103.5	G: -0.5	H: 87.1	I: 98.9
20: CC(=O)Nc1ccc(NC(=O)C2CCCN2C(=O)Nc2cccc(F)c2)cc1 (stereo not given)
  A: 0.0	B: 6.4	C: -0.9	D: 0.0	E: -2.6	F: 103.9	G: 0.6	H: 96.3	I: 17.2
21: Cc1ccc(OC(C)C(=O)Nc2ccc(S(=O)(=O)N3CCOCC3)cc2)cc1 (stereo not given)
  A: 0.0	B: 2.7	C: 6.5	D: 5.8	E: 32.8	F: 102.4	G: 1.6	H: 101.5	I: 100.9
22: O=C(O)C1CC=CCC1C(=O)Nc1ccccc1C(=O)N1CCN(c2ccc(Cl)cc2)CC1 (stereo not given)
  A: 1.0	B: 4.1	C: -9.0	D: 1.9	E: 0.0	F: 97.7	G: -6.0	H: 106.7	I: 106.0
23: Cc1ccccc1Oc1cc(NC(=O)Cn2cnc([N+](=O)[O-])c2)cc([N+](=O)[O-])c1
  A: 0.0	B: 0.3	C: -4.8	D: 1.6	E: 6.0	F: 94.8	G: 0.8	H: 108.1	I: 104.2
24: Cc1cc(C)n(-c2ccc(C(=O)Nc3cccc(S(=O)(=O)N(C)C)c3)cc2)n1
  A: 0.0	B: 13.2	C: 4.6	D: 5.5	E: -13.6	F: 99.0	G: 0.6	H: nt	I: nt
25: CCOc1ccc(C(=O)N2CCN(CCc3ccccc3)CC2)cc1OCC
  A: 0.0	B: 6.6	C: 1.2	D: 2.7	E: 2.2	F: 103.6	G: -0.9	H: 109.0	I: 111.0
26: COc1cc([C@H]2[C@@H]3CCCC[C@]3(O)CCN2CC(=O)Nc2ccc(C)cc2)ccc1O
  A: 3.0	B: 12.6	C: 3.7	D: 3.3	E: 32.2	F: 109.6	G: -3.4	H: 98.9	I: 108.5
